ERAP1 HTS inh – human ERAP1 aminopeptidase inhibitors, primary screen, biochemical, single point, plate reader | recombinant ERAP1, Leu-AMC fluorescence, 60 min | inhibition, % at 10.7 µM | 340,000 tested, 0.15% active | AID 652197, 2013;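 active = mean replicate inhibition of at least 30%, or all replicates individually reaching that 30% level; inactive = mean below 30% and not every replicate reaching it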;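 note: 0% = neutral control wells and 100% = L-leucinethiol positive control wells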
C2C12 statin – suppressors of statin myotoxicity in C2C12 myotubes, primary screen, cell-based, single point, plate reader | 330,000 tested, 0.78% active | C2C12 myotubes + simvastatin, ATP luminescence, 48 h; scaled: DMSO 0, geranylgeraniol control 100 | rescue of ATP level, % at 7.49 µM;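 active = mean ATP rescue above about 67%, or every replicate alone reaching that limit, limit read from the data, passing the limit was not always enough; inconclusive = no clear call, values can overlap the other calls; inactive = mean under the limit and some replicate under it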;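 note: myotubes were challenged with 10 µM simvastatin during compound exposure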
Xi reactivation – activators of inactive X chromosome reactivation, primary screen, imaging, XiGFP fibroblasts, GFP high-content imaging, set 2 | XiGFP mouse fibroblasts, % GFP-positive cells imaging, 3 d; cells co-treated with 5-aza-dC sensitizer; scaled so ellipticine positive control = 100% | activation, % at 7.58 µM | 360,000 tested, 0.055% active | AID 743238, 2013;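 active = mean normalized replicate activation at least 10% and every replicate at or above 10%; inconclusive = only one of the two criteria met; inactive = mean below 10% and not all replicates reach 10%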;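 note: 0% = median of on-plate neutral control wells and 100% = ellipticine 6 µM median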
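System: SV40-immortalized XiGFP fibroblast cells, line 68-5-11 / Incubation: 3-day compound exposure, then 15 min fixation at room temperature / Compound: single concentration per compound, delivered by pin transfer / Buffer or medium: DMEM plus 5-aza-dC sensitizer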
Cneo AK release – Cryptococcus neoformans cell lysis inducers, primary screen, AK release luminescence, single concentration; 360,000 tested, 0.2% active; C. neoformans lysis, adenylate kinase release luminescence, 4 h; normalised: neutral wells 0, clomiphene wells 100; AID 651654, 2012; lysis activity, % at 15 µM;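 active = mean lysis activity across replicates of at least 80%, whatever share of replicates individually reach that level; inactive = mean lysis activity below 80%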
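Material: C. neoformans cells | Amount: Yeast cell density of 5 × 10^6 cells/mL | Medium: Fresh YPD growth medium | Dosing: Single dose | Times: Static 4 h at 37 °C with compound, 1 h detection | Detection: AK luminescence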
LGR2 antag – inhibitors of bursicon-induced LGR2 CRE-luciferase signal, primary screen, cell-based, HEK293, CRE-luciferase reporter, bursicon stimulation; bursicon-stimulated, 4 h; inhibition, % at 9.99 µM; 380,000 tested, 0.35% active; AID 720647, 2013;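 active = drop in luminescence signal, shown as inhibition above about 50% in the replicate tests, limit read from the data, passing the limit was not always enough; inconclusive = probably only some replicates passing the limit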;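 note: agonist challenge used bursicon conditioned medium at about half maximal strength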
SIRT5 inh – SIRT5 desuccinylase inhibitors, primary screen, biochemical, fluorescence imaging, single point, set 5; NAD-dependent protein deacylase sirtuin-5, mitochondrial (Homo sapiens), Q9NXA8; Purified SirT5, succinyl-peptide AMC, trypsin-coupled fluorescence; inhibition, % at 15 µM; 330,000 tested, 1.1% active; AID 652115, 2013; in the data active = inhibition above about 15%; inconclusive = no clear call, values can overlap the other calls
Target sequence (Q9NXA8 whole entry, looked up): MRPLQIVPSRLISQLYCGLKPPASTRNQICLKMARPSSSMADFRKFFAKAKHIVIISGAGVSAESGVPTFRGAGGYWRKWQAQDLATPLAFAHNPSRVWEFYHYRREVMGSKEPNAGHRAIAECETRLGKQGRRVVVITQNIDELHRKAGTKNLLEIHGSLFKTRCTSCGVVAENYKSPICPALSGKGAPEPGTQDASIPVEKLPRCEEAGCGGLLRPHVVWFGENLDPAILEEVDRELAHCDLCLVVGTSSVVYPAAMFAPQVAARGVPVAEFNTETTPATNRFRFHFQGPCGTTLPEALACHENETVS
PGC1a acetyl inh – inhibitors of PGC1a acetylation signal, primary screen, cell-based, U2OS, AlphaScreen, inhibitor mode; AID 651687, 2012; 350,000 tested, 0.17% active; inhibition, % at 15.6 µM; AlphaScreen anti-acetyl-lysine; with virally co-expressed GCN5 acetyltransferase;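 active = every replicate shows inhibition of at least 40%; inconclusive = mean inhibition at least 40% but some replicate below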;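 note: 0% = neutral control wells and 100% = positive control wells; some results beyond the cut were filed as inactive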
S100A4 inh HTS – inhibitors of S100A4-myosin IIA peptide binding, primary screen, biochemical, fluorescence polarization, TAMRA-MyoIIA peptide; inhibition, % at 10.7 µM; 360,000 tested, 0.14% active; Protein S100-A4 (Homo sapiens), P26447; AID 652163, 2013;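 active = mean inhibition of at least 70% across replicates, with every replicate also reaching that level; inconclusive = mean inhibition reaches 70% but some replicates fall short; inactive = mean inhibition below 70%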
Target sequence (P26447 whole entry, looked up): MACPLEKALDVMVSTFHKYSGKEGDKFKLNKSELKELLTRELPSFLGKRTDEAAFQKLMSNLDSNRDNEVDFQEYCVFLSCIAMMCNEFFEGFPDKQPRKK
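Compound dosing: one dose per compound; test system: human S100A4 monomer with TAMRA-labelled myosin IIA peptide; probe or stimulus: TAMRA-labelled myosin IIA heavy-chain peptide probe, 5 nM; medium: HEPES buffer with Ca2+, pH 7.2; schedule: 5 min incubation before reading; benchmarks: neutral control DMSO, positive control TFP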
Starred values were filed as active, the others as inactive; ? = inconclusive; · = not tested or not shown. Not all compounds are listed (hit frequency here may not be typical).

Values run as follows: ERAP1 HTS inh	C2C12 statin	Xi reactivation	Cneo AK release	LGR2 antag	SIRT5 inh	PGC1a acetyl inh	S100A4 inh HTS
> COc1ccc(C(=O)OCC(=O)N2CCN(C(=O)c3ccco3)CC2)cc1OC
    -3	88*	0.3	1	-11	·	3	-3
> O=S(=O)(NCc1ccccn1)c1cc(Cl)ccc1Cl
    0	-1	0.0	1	5	0	-1	-7
> CCN(C(=O)CN1C(=O)NC(c2ccccc2)(c2ccc(C)c(C)c2)C1=O)C1CCS(=O)(=O)C1 (stereo unspecified)
    -1	-2	-0.3	0	12	-2	-3	18
> CC(Sc1nc(C(C)(C)C)cc(-c2ccccc2)c1C#N)C(=O)Nc1ccccc1 (stereo unspecified)
    ·	·	-0.1	4	-7	·	-17	·
> O=C1C2C3CCC(O3)C2C(=O)N1c1nccs1 (stereo unspecified)
    -2	2	0.1	0	-5	-2	4	4
> O=S(=O)(c1ccc(-c2ccccc2)cc1)N1CCCCC1
    2	-3	0.0	3	2	-2	27	-2
> CCOC(=O)CSC1=C(C#N)C(c2ccc3c(c2)OCO3)CC(=O)N1 (stereo unspecified)
    4	·	·	0	·	-1	3	1
> CC(C)N(C(=O)CSc1nnc(NC(=O)Cc2cccs2)s1)C(C)C
    3	·	-0.2	·	2	2	-9	-1
> COC(=O)c1ccc(/C=N/NC(=S)NCCN2CCOCC2)cc1
    7	·	0.1	·	-11	-1	·	0
> CN(C)c1ccc(C(c2nnnn2C(C)(C)C)N2CCN(C(=O)c3ccco3)CC2)cc1 (stereo unspecified)
    ·	-5	·	3	-3	·	19	·
> COc1ccc(CC(=O)OCC(=O)NCc2ccco2)cc1
    0	4	0.0	1	4	-2	-55	-7
> COc1cccc(CNC(=O)CCC2CCCN(C(=O)c3csc(C(C)C)n3)C2)c1 (stereo unspecified)
    3	·	-0.1	·	-8	2	6	0
> Cc1cc(C([O-])=C(C(=S)Nc2ccccc2)[n+]2ccccc2)c(C)n1-c1ccccc1
    2	·	-0.1	·	-85	·	·	-8
> COc1ccc(-c2csc(N(CCCN3CCOCC3)C(=O)CCl)n2)cc1
    0	2	0.1	3	4	-1	-15	-7
> COc1ccc(NC(=O)CSCC(=O)N2CCN(C(=O)c3ccco3)CC2)cc1
    2	16	2.6	0	-1	-25	4	5
> Cc1c(C#N)c2ccccc2n1CC(=O)N1CCc2ccccc2C1
    0	-8	0.2	-3	-4	0	·	-1
> CCC(=O)N1CCN(c2ccc(NC(=O)c3ccc(C#N)cc3F)cc2Cl)CC1
    ·	-18	0.2	·	1	-5	-2	6
> Cn1c(SCCc2ccc([N+](=O)[O-])cc2)nccc1=O
    2	9	-0.1	6	-1	2	-17	-2
> CSc1nnc(SCc2nc3sc(C(=O)O)c(C)c3c(=O)[nH]2)s1
    -106	4	0.2	1	3	13	6	15
> O=C(NC1CCN(Cc2ccccc2)CC1)c1ccccc1NS(=O)(=O)c1ccc(F)c(F)c1
    -2	-6	0.2	0	-23	-1	11	10
> Cc1ccc(CN2CCN(/N=C/c3sccc3C)CC2)c(C)c1
    ·	37	0.0	-2	18	·	-14	·
> Cc1ccc(-c2ccc3c(c2)O[C@@H](CN(C)C(=O)CN(C)C)[C@@H](C)CN([C@H](C)CO)S3(=O)=O)cc1
    0	7	0.3	47	9	-2	-6	-3
> COc1ccc([C@H]2CC(=O)C=C(c3ccc4c(c3)OCO4)C2)cc1OC
    2	23	0.2	0	-24	-3	·	5
> Cc1csc(N(C(=O)c2ccccc2F)c2ccccc2)n1
    -6	·	0.0	·	6	-5	·	-9
> O=C(Nc1ccc2c(c1)[C@H]1C[C@H](CC(=O)N3CCCCC3)O[C@@H](CO)[C@H]1O2)C1CCOCC1
    2	1	0.1	54	-21	0	-5	19
> CCCN1[C@@H]2c3cccc(=O)n3C[C@H]1[C@H](CO)[C@H]2C(=O)N[C@@H](C)c1ccccc1
    0	·	0.4	·	-12	-1	2	20
> Cc1ccc(C(=O)Cn2c(C(=O)O)cc3ccccc32)cc1
    -2	0	0.0	2	12	1	-20	4
> COc1ccc2c3c(n(C)c2c1)[C@@H](CO)N(CC1CCOCC1)CC31CN(Cc2nccs2)C1
    -11	·	0.0	·	-4	2	0	-5
> COc1ccc(N(CC(=O)NC2CCCCCCC2)S(=O)(=O)c2c(C)nn(C)c2C)cc1
    -1	-9	0.0	0	14	-6	-22	-5
> O=c1cc(CN2CCC(Cc3ccccc3)CC2)nc2sccn12
    -2	20	0.2	·	-19	1	5	-5

Single records (already shown). Screens in order: ERAP1 HTS inh	C2C12 statin	Xi reactivation	Cneo AK release	LGR2 antag	SIRT5 inh	PGC1a acetyl inh	S100A4 inh HTS
Cn1c(SCCc2ccc([N+](=O)[O-])cc2)nccc1=O across the screens: 2	9	-0.1	6	-1	2	-17	-2
Cc1ccc(-c2ccc3c(c2)O[C@@H](CN(C)C(=O)CN(C)C)[C@@H](C)CN([C@H](C)CO)S3(=O)=O)cc1 across the screens: 0	7	0.3	47	9	-2	-6	-3
COc1ccc([C@H]2CC(=O)C=C(c3ccc4c(c3)OCO4)C2)cc1OC across the screens: 2	23	0.2	0	-24	-3	·	5

Next part:
Values run as follows: ERAP1 HTS inh	C2C12 statin	Xi reactivation	Cneo AK release	LGR2 antag	SIRT5 inh	PGC1a acetyl inh	S100A4 inh HTS
> Cc1cccc(NS(=O)(=O)c2ccc([N+](=O)[O-])cc2)n1
    2	-16	0.0	0	1	-1	·	-1
> Cc1ccccc1OCC(=O)Nc1cc(Cl)ccc1Oc1ccccc1
    -2	·	0.0	·	7	8	·	-8
> O=C(NCC(c1cccs1)N1CCOCC1)c1cc(Cl)ccc1[N+](=O)[O-] (stereo unspecified)
    -1	8	-0.1	5	-8	0	·	-9
> Cc1oc(S(=O)(=O)N(C)C)cc1C(=O)Nc1ccc(Cl)cc1
    -1	·	-0.1	·	0	-3	·	3
> COc1ccc(C(=O)NNC(=O)c2ccc(F)c(S(=O)(=O)N3CCOCC3)c2)cc1
    -1	0	0.0	·	·	3	13	16
> O=C(Nc1ccc(Cl)cc1)N[C@@H]1CC[C@@H](CCNC(=O)c2cc(Cl)cc(Cl)c2)O[C@H]1CO
    -4	·	1.0	·	0	4	-11	?
> C[C@H](CO)N1C[C@H](C)[C@H](CN(C)Cc2ccc(Cl)c(Cl)c2)Oc2c(NC(=O)Nc3cccc4ccccc34)cccc2C1=O
    -1	59	0.4	0	3	-4	-14	-31
> Cc1noc(C)c1NC(=O)N(C)C[C@@H]1Oc2ccc(NC(=O)Nc3ccc(C(F)(F)F)cc3)cc2C(=O)N([C@H](C)CO)C[C@@H]1C
    -4	16	-0.2	0	4	0	0	-16
> Cc1ccc(OCC(O)CN2CCc3ccccc3C2)c(C)c1 (stereo unspecified)
    3	-2	0.5	0	16	-2	8	-3
> O=C(Nc1ncc(Cc2ccc(SC(F)F)cc2)s1)c1ccc(OC(F)F)cc1
    1	·	3.4	·	·	-3	·	1
> CC1=CCC(C(=O)O)C(C(=O)NC2CCCCC2)C1 (stereo unspecified)
    2	6	0.5	-1	-1	-6	·	4
> CCCCNC(=O)CN1C(=O)NC2(CCOc3ccccc32)C1=O (stereo unspecified)
    -2	3	0.4	0	4	-2	11	-1
> Cc1ccccc1S(=O)(=O)N1CC(=O)N2[C@@H](CO)[C@@H](c3ccc(C#CCN(C)C)cc3)[C@@H]2C1
    -4	·	0.4	·	5	-2	15	55
> CC=Cc1ccc2n(c1=O)C[C@H]1[C@H](CO)[C@@H](C(=O)N3CCc4ccccc4C3)N(C(=O)C3CCC3)[C@@H]21 (mixture of isomers)
    -1	-3	0.0	53	15	-1	·	-5
> COC(=O)c1cc(=O)nc(NN=Cc2ccccc2)s1
    0	·	0.4	·	-11	·	·	14
> CCc1cccc(NC(=O)C2CCCN(S(=O)(=O)c3ccc4[nH]c(=O)ccc4c3)C2)c1 (stereo unspecified)
    1	19	0.4	1	1	-6	-7	2
> COc1ccc2c(c1)O/C(=C\c1ccccc1C)C2=O
    2	-6	0.0	0	-47	-2	-13	-5
> O=S(=O)(NC[C@H]1N[C@@H](CO)[C@H]1c1ccc(C2=CCCC2)cc1)c1ccccc1
    -1	25	-0.1	61	3	2	-8	-8
> CCC(=O)N(C)C[C@@H]1Oc2ncc(C#CCc3ccccc3)cc2C(=O)N([C@@H](C)CO)C[C@@H]1C
    -1	21	-0.7	-2	-2	2	9	4
> Cc1ccc(-c2ccc([C@H]3[C@H](CO)N4CCCCN(C(=O)c5ccncc5)C[C@@H]34)cc2)cc1
    0	·	0.0	-2	25	0	-6	-4
> C=C1CCN([C@@H](C)C(=O)NCc2ccc(Cl)cc2)S(=O)(=O)c2ccccc21
    3	2	0.0	0	1	1	-4	-8
> Cc1nn(Cc2ccc(C(=O)N/N=C/c3ccncc3)o2)c(C)c1Cl
    0	-7	0.6	-1	-9	3	4	-3
> COc1cc(NS(=O)(=O)c2ccc(NC(=O)CCC(=O)O)cc2)nc(OC)n1
    2	-3	0.3	0	-1	-1	·	2
> COC(=O)C[C@@H]1CC[C@H]2[C@@H](COc3ccc(NC(=O)Cc4cccs4)cc3C(=O)N2C)O1
    ·	-8	0.0	-1	1	-6	·	·
> O=C(CNc1cccc2ccccc12)N/N=C/c1ccc(OC(=O)/C=C/c2ccco2)cc1
    5	3	0.1	-5	10	-3	-4	-2
> COc1cccc(CNC(=O)[C@H]2CCCN2)c1
    4	·	0.0	·	-14	·	·	3
> CCc1nc2ccc(C(=O)NCCNC(C)=O)cn2c1N(CC)CCOC
    -2	-2	0.0	-1	15	-4	-4	3
> O=C(N[C@@H]1CC[C@H](CCNC(=O)c2ccccc2F)O[C@H]1CO)c1ccc2c(c1)OCO2
    -3	-3	0.3	42	2	-1	5	-8
> CCOc1ccc2c(c1)c(=O)c(S(=O)(=O)c1ccc(C)cc1)cn2CC
    -2	-3	0.0	2	1	1	-15	-3
> COc1cc2cc(CCCOC(=O)c3ccco3)oc(=O)c2cc1OC
    ·	-2	-0.4	-2	-2	·	-5	-4
> C[C@H]1CN([C@@H](C)CO)C(=O)c2ccccc2-c2ccccc2CO[C@H]1CN(C)S(=O)(=O)c1cccs1
    1	·	-0.1	-4	7	-5	-4	-3
> O=C(COc1ccccc1)NCCSCc1ccccc1Cl
    0	15	0.0	-1	·	-1	·	-4
> CCC(=O)Nc1ccc2c(c1)C(=O)N(C)C[C@H](OC)[C@H](C)CN(C(=O)c1ccccn1)[C@H](C)CO2
    3	3	0.3	-1	1	1	1	5
